# Compound activity (PubChem BioAssay)
# RECQ1 inh: inhibitors of human RECQ1 DNA helicase. P46063. RECQ1 DNA unwinding, red fluorescence kinetic read. Potency, µM (highest dose often 57.3 µM), without a hit: at the highest dose activity, negative = inhibition, actives largely listed as inhibitors. 240,000 compounds, 0.54% hits; active = well fitted inhibition curve with a large enough effect; inconclusive = small, poorly fitted or top-dose-only effect;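 note: plate controls were vehicle for no effect and no enzyme for full effect; nearly all actives have a fitted effect of over 30% in size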
# Target sequence (P46063 whole entry, looked up): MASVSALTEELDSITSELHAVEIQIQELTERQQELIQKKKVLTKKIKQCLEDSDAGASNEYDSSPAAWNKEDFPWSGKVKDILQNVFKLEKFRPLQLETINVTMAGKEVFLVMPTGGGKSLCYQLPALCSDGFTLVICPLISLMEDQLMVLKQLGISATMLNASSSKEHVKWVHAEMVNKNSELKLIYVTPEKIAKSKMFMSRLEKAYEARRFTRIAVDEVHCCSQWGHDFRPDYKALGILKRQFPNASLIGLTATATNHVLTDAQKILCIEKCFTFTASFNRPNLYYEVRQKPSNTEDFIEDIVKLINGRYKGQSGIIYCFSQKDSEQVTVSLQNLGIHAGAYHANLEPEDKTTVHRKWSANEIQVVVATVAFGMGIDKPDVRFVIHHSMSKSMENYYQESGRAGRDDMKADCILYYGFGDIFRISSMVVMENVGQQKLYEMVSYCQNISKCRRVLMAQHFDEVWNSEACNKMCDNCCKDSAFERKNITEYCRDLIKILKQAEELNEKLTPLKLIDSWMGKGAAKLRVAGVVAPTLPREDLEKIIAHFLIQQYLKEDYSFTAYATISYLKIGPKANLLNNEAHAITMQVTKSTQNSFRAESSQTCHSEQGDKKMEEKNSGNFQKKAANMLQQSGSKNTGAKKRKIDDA
#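 RECQ1T1 50 nM; forked duplex (20 bp + 30-nt ss tails) 200 nM, ATP 2 mM final; pH 8.0, 2 mM MgCl2, 2.5 ug/ml poly(dI-dC); 15 min compound preincubation; discontinuous kinetic read over 2 h at RT.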
# Active calls of the source: *; i = inactive; ? = inconclusive; & = joins results of further samples. Potency is the fitted concentration of half-maximal effect.
RECQ1 inh,SMILES
7.9%,COc1cc(OC)cc(-c2nnc3n2N=C(c2cc(OC)ccc2OC)CS3)c1
i,C=C1CCN(C(CC(C)C)C(=O)NN2CCOCC2)S(=O)(=O)c2ccccc21 (stereo not drawn)
-10.5%,CCCCCC(=O)c1c(O)cc(OC)c(Cl)c1O
18.0%,CC[C@H](C)[C@H](NC(=O)CNC(=O)[C@H](CCCNC(=N)N)NC(=O)[C@H](CO)NC(=O)[C@H](C)NC(=O)[C@H](Cc1ccc(O)cc1)NC(=O)[C@H](Cc1c[nH]c2ccccc12)NC(=O)[C@H](C)NC(=O)[C@@H]1CCCN1C(=O)[C@H](CC(N)=O)NC(=O)[C@@H](NC(=O)[C@H](CC(=O)O)NC(=O)[C@@H]1CCCN1C(=O)[C@@H](NC(=O)[C@H](CCCNC(=N)N)NC(=O)[C@@H](NC(=O)[C@H](CCC(=O)O)NC(=O)[C@H](CCSC)NC(=O)[C@H](CO)NC(=O)[C@H](Cc1cnc[nH]1)NC(=O)[C@H](CCCNC(=N)N)NC(=O)[C@H](Cc1cnc[nH]1)NC(=O)[C@@H](NC(=O)[C@H](CCCNC(=N)N)NC(=O)[C@@H](N)CO)[C@@H](C)O)[C@@H](C)CC)[C@@H](C)O)[C@@H](C)CC)C(=O)N[C@@H](CCCNC(=N)N)C(=O)N1CCC[C@H]1C(=O)N[C@H](C(=O)NCC(=O)N[C@@H](CCCNC(=N)N)C(=O)N[C@@H](Cc1ccccc1)C(N)=O)C(C)C
i,COC(=O)[C@@H]1CCCN1C(=O)[C@@H](NC(=O)OC(C)(C)C)C(C)C
2.4%,C[C@@H]1[C@@H](Sc2ccccc2)CC(=O)O[C@@H]1c1ccc(-c2ccccc2)cc1
i,C=C1CCN(C(CC(C)C)C(=O)Nc2nc3ccc(Cl)cc3s2)S(=O)(=O)c2ccccc21 (stereo not drawn)
6.6%,C[C@@]12C=Cc3occc3[C@H]1CC[C@]13CC(=O)[C@@H](CC[C@H]12)C3
i,C/C=C1\COC(C(=O)NCCN2CCCC2)(C(F)(F)F)C=C1C=C1CCCCC1 (stereo not drawn)
-12.4%,COc1ccc(C2/C=C\CN(Cc3ccco3)C(C)C(=O)N2Cc2ccc(F)cc2)cc1 (stereo not drawn)
-1.7%,CC[C@H](C)[C@H](NC(=O)[C@@H](NC(=O)[C@@H](NC(=O)[C@H](CCC(=O)O)NC(=O)[C@H](CCC(=O)O)NC(=O)[C@H](CCC(=O)O)NC(=O)[C@H](C)NC(=O)[C@@H](N)CC(C)C)C(C)C)C(C)C)C(=O)N[C@@H](CCCNC(=N)N)C(=O)N[C@@H](CO)C(=O)N[C@@H](C)C(=O)N[C@@H](CC(N)=O)C(=O)N[C@@H](Cc1ccccc1)C(=O)N[C@H](C(=O)N[C@@H](CC(=O)O)C(=O)N[C@@H](CC(N)=O)C(=O)O)[C@@H](C)O
9.4%,COc1cc(-c2oc3cc(O)cc(O)c3c(=O)c2OC[C@@H]2OC(O[C@@H]3O[C@@H](C)[C@H](O)[C@@H](O)[C@H]3O)[C@@H](O)[C@H](O)[C@@H]2O)ccc1O (stereo partly drawn)
9.6%,Cc1ccncc1C(=O)O
-8.1%,CSCC[C@H](NC(=O)CN)C(=O)N[C@@H](CC(=O)O)C(=O)N[C@@H](CO)C(=O)N[C@@H](CC(C)C)C(=O)N[C@@H](C)C(=O)N[C@@H](Cc1ccccc1)C(=O)N[C@@H](CO)C(=O)NCC(=O)NCC(=O)N[C@@H](CC(C)C)C(N)=O
2.8%,CC(=O)Nc1ccc(CNc2ncnc3ccc(-c4c(C)noc4C)cc23)cc1
6.0%,COc1cccc(-c2nnc3n2N=C(c2c(OC)cccc2OC)CS3)c1
-12.4%&-0.4%,O=C(c1ccc(OCCCc2cnc[nH]2)cc1)C1CC1
-4.5%,CCCCCCCCCCOc1cc(OCCCCCCCCCC)cc(N(CC(=O)O)CC(=O)O)c1
i,COC(=O)C1=C[C@@H](C(=O)OC)[C@@H]2C3=C(C(=O)C2(C)C)[C@H](c2ccccc2)[C@@H]2C(=O)N(C)C(=O)[C@@H]2[C@@H]3C1
-9.5%,CCCCCCCCCCCCCC[C@@H](O)[C@@H](O)[C@@H](N)CO
-5.4%,Cc1cc(=O)oc2cc(NC(=O)CC(N)C(=O)O)ccc12 (stereo not drawn)
-5.3%,CC[C@H](C)[C@H](NC(=O)[C@H](CC(C)C)NC(=O)[C@H](CC(N)=O)NC(=O)[C@@H](NC(=O)[C@@H](N)Cc1ccc(O)cc1)[C@@H](C)CC)C(=O)N[C@@H](Cc1ccc(O)cc1)C(=O)N[C@@H](CCCN=C(N)N)C(=O)N[C@@H](CC(C)C)C(=O)N[C@@H](CCCN=C(N)N)C(=O)N[C@@H](Cc1ccc(O)cc1)C(N)=O
-13.6%,CC[C@H](C)[C@H](NC(=O)[C@H](Cc1ccc(O)cc1)NC(=O)[C@H](Cc1cnc[nH]1)NC(=O)[C@H](CCCNC(=N)N)NC(=O)[C@H](CC(C)C)NC(=O)[C@H](C)NC(=O)[C@H](CO)NC(=O)[C@H](Cc1ccc(O)cc1)NC(=O)[C@H](Cc1ccc(O)cc1)NC(=O)[C@H](CCCNC(=N)N)NC(=O)[C@H](C)NC(=O)[C@H](CCSC)NC(=O)[C@H](CC(=O)O)NC(=O)[C@H](CCC(=O)O)NC(=O)[C@H](C)NC(=O)[C@@H]1CCCN1C(=O)[C@H](C)NC(=O)[C@H](CC(=O)O)NC(=O)[C@H](CCC(=O)O)NC(=O)CNC(=O)[C@@H]1CCCN1C(=O)[C@H](CC(N)=O)NC(=O)[C@H](CC(=O)O)NC(=O)[C@@H]1CCCN1C(=O)[C@H](CCCCN)NC(=O)[C@H](CO)NC(=O)[C@@H]1CCCN1C(=O)[C@@H](N)Cc1ccc(O)cc1)C(=O)N[C@@H](CC(N)=O)C(=O)N[C@@H](CC(C)C)C(=O)N[C@H](C(=O)N[C@H](C(=O)N[C@@H](CCCNC(=N)N)C(=O)N[C@@H](CCC(N)=O)C(=O)N[C@@H](CCCNC(=N)N)C(=O)N[C@@H](Cc1ccc(O)cc1)C(N)=O)[C@@H](C)O)[C@@H](C)CC
-15.8%,CCCCCCCCC(C)O (stereo not drawn)
-3.9%,CC(C)CCC[C@@H](C)[C@@H]1CC[C@H]2C3=CC=C4CC(O)CC[C@]4(C)[C@H]3CC[C@@]21C (stereo partly drawn)
7.7%,CC(C)CCNC(=O)C(CC(C)C)NC(=O)C1OC1C(=O)O (stereo not drawn)
-13.1%,COc1cc(OC)c2c(-c3ccccc3)cc(=O)oc2c1C(CC(=O)N1CCCC1)c1ccc(N(C)C)cc1 (stereo not drawn)
-15.6%,COc1ccc(C2/C=C\CN(C(=O)C3CC3)C(Cc3ccccc3)C(=O)N2Cc2ccc(F)cc2)cc1 (stereo not drawn)
-19.5%,Cc1[nH]c(/C=C2/C(=O)Nc3ccc(S(=O)(=O)Cc4c(Cl)cccc4Cl)cc32)c(C)c1C(=O)N1CCCC1CN1CCCC1 (stereo not drawn)
i,COc1ccc(Br)cc1C1C2C=CCCC2(C)C(=O)N1Cc1ccccc1 (stereo not drawn)

# Compounds above containing an aryl methoxy group, in the order listed:
RECQ1 inh,SMILES
7.9%,COc1cc(OC)cc(-c2nnc3n2N=C(c2cc(OC)ccc2OC)CS3)c1
-10.5%,CCCCCC(=O)c1c(O)cc(OC)c(Cl)c1O
-12.4%,COc1ccc(C2/C=C\CN(Cc3ccco3)C(C)C(=O)N2Cc2ccc(F)cc2)cc1 (stereo not drawn)
9.4%,COc1cc(-c2oc3cc(O)cc(O)c3c(=O)c2OC[C@@H]2OC(O[C@@H]3O[C@@H](C)[C@H](O)[C@@H](O)[C@H]3O)[C@@H](O)[C@H](O)[C@@H]2O)ccc1O (stereo partly drawn)
6.0%,COc1cccc(-c2nnc3n2N=C(c2c(OC)cccc2OC)CS3)c1
-13.1%,COc1cc(OC)c2c(-c3ccccc3)cc(=O)oc2c1C(CC(=O)N1CCCC1)c1ccc(N(C)C)cc1 (stereo not drawn)
-15.6%,COc1ccc(C2/C=C\CN(C(=O)C3CC3)C(Cc3ccccc3)C(=O)N2Cc2ccc(F)cc2)cc1 (stereo not drawn)
i,COc1ccc(Br)cc1C1C2C=CCCC2(C)C(=O)N1Cc1ccccc1 (stereo not drawn)

# More structures follow:
RECQ1 inh,SMILES
-4.9%,COc1cc(C(=O)O[C@H]2C/C(C)=C/CC/C(C)=C/[C@@H](O)C2C(C)C)ccc1O (stereo partly drawn)
6.2%,Cc1cccc(CN2CC34C=CC(CC3S2(=O)=O)O4)c1 (stereo not drawn)
-8.8%,Cc1ccc(-c2cc(C3C4C=CCC(C)C4C(=O)N3Cc3ccccc3)ccc2F)cc1 (stereo not drawn)
i,Cc1ccc(S(=O)(=O)Nc2cccc3cccnc23)c([N+](=O)[O-])c1
i,COC(=O)C(NS(=O)(=O)CCl)C(C)C (stereo not drawn)
-8.3%,CCCC1OC2CC3C4CCC5=CC(=O)C=CC5(C)C4C(O)CC3(C)C2(C(=O)CO)O1 (stereo not drawn)
i,C=CCCN(C(Cc1ccccc1)C(=O)OC)S(=O)(=O)c1cc(Br)ccc1Br (stereo not drawn)
-13.7%,Cc1cccc(-c2nn(C(=S)Nc3ccccc3)cc2-c2ccnc3ccccc23)n1
-12.6%,COC(=O)[C@@H]1OC(c2ccccc2)O[C@H]1C(=O)OC
-12.1%,CCCCCCC(=O)N1C/C=C\C(c2ccc(OC)cc2)N(Cc2ccc(F)cc2)C(=O)C1Cc1ccccc1 (stereo not drawn)
-1.1%,COC(=O)/C=C/c1cccc(N(Cc2ccc(-c3ccc(N(C)C)cc3)cc2)C(=O)C2CCCCC2)c1
-2.1%,CN1C(=O)CC2(C=CC(=O)C=C2OC(=O)c2ccccc2)c2ccccc21 (stereo not drawn)
-1.2%,C[C@@H]1OC(Oc2ccccc2-c2cc(=O)c3c(O)cc(O)c([C@@H]4O[C@H](CO)[C@@H](O)[C@H](O)[C@H]4O)c3o2)[C@H](O)[C@H](O)[C@H]1O (stereo partly drawn)
?,O=Nc1c(O)[nH]c2c(Cl)c(Cl)ccc12
7.7%,CC(C)C[C@H](NC(=O)[C@H](Cc1cnc[nH]1)NC(=O)[C@@H](N)Cc1cnc[nH]1)C(=O)NCC(=O)NCC(=O)N[C@@H](C)C(=O)N[C@@H](CCCCN)C(=O)N[C@@H](CCC(N)=O)C(=O)N[C@@H](C)C(=O)NCC(=O)N[C@@H](CC(=O)O)C(=O)N[C@H](C(=O)O)C(C)C
-16.4%,COc1ccc(C=C2c3ccccc3C(=O)c3ccccc32)cc1O
i,CC1=C[C@@H](C)[C@@H](c2ccccc2)OC1=O
i,CC1CC=CC2C1C(=O)N(Cc1ccccc1)C2c1ccc2ccccc2c1Br (stereo not drawn)
11.2%,OC1c2ccccc2N=C2CCCN21 (stereo not drawn)
15.2%,CC[C@H](C)[C@@H]1NC(=O)[C@H](Cc2ccc(O)cc2)NC(=O)[C@@H](N)CSSC[C@@H](C(=O)N2CCC[C@H]2C(=O)N[C@@H](CC(C)C)C(=O)NCC(N)=O)NC(=O)[C@H](CC(N)=O)NC(=O)[C@H](CCC(N)=O)NC1=O
-6.1%,Cc1nn(-c2ccccc2)c(NC(=O)NS(=O)(=O)c2ccc(Cl)cc2)c1C#N
-0.2%,COc1ccc(SCC(c2ccccc2)N2CCN(CC(C)C)CCC2=O)cc1 (stereo not drawn)
-6.7%,COc1ccc(NC(=O)c2cc(OCCCN(C)C)nn2Cc2ccccc2)cc1
-4.7%,CC(C)(C)OC(=O)NC(Cc1ccccc1)C(O)c1ccco1 (stereo not drawn)
7.6%,Cc1ccc(S(=O)(=O)Nc2cc(S(=O)(=O)c3ccc(C)cc3)c(O)c3cccnc23)cc1
1.8%,CCC1(c2ccc(O)cc2)NC(=O)N(C)C1=O (stereo not drawn)
i,COC(=O)C1=C[C@@H](C(=O)OC)C2C3=C(C(=O)C24CCCCC4)[C@H](C)n2c(=O)n(C)c(=O)n2[C@@H]3C1 (stereo partly drawn)
-5.2%,CC(C)CC(CSc1ccc(Br)cc1)N1CCN(CCc2ccccc2)CCC1=O (stereo not drawn)
16.1%,COc1ccc(-c2nnc3n2N=C(c2c(OC)cccc2OC)CS3)c(OC)c1
-9.4%,COCO[C@H]([C@@H](C)C=C(Br)Br)[C@@H](C)COCc1ccc(OC)cc1
-3.0%,CC(=O)Nc1ccc(SCC(CC(C)C)N2CCN(C)CCC2=O)cc1 (stereo not drawn)
i,C/C=C1\COC(C(=O)NCc2ccncc2)(C(F)(F)F)C=C1C=C1CCCCC1 (stereo not drawn)
-8.7%,COc1ccc(C2/C=C\CN(C(=O)C3CC3)C(C)C(=O)N2Cc2ccc(F)cc2)cc1 (stereo not drawn)
-7.5%,C=C1CCC(O)C/C1=C/C=C1\CCC[C@]2(C)[C@@H]([C@H](C)CCCC(C)C)CC[C@@H]12 (stereo partly drawn)
-6.9%,Cc1noc(C)c1-c1ccc2ncnc(NCc3ccc(F)cc3)c2c1

# Some of the compounds tested; count on the stated rates, not on these rows.
